697 NFkB inh = lowers PMA/ionomycin-induced NF-kB signal in 697 B cells; 697 B-cell NF-kB luciferase reporter, 16 h; inhibition, % at 4 µM; 330,000 compounds, 0.33% hits; AID 435022; in the data active = inhibition above about 35%
EBI2 block = blocks human EBI2 receptor beta-arrestin signaling; P32249; EBI2 beta-arrestin recruitment, luminescence, 7a,25-OHC stimulated; inhibition, % at 5 µM; 360,000 compounds, 0.81% hits; in the data active = inhibition above about 38%;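 also: enzyme fragment complementation signal reports receptor beta-arrestin coupling in cells; 0% = agonist plus DMSO wells and 100% = wells without agonist; some results beyond the cut were filed as inactive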
CXCR6 block = CXCR6 (human) receptor inhibition. O00574. inhibition, % at 20 µM. 360,000 compounds, 0.36% hits. CHO-K1 PathHunter CXCR6 beta-arrestin, luminescence; in the data active = inhibition above about 34%, passing the limit was not always enough;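 also: antagonist mode with CXCL16 agonist at 10 nM final; 0% = 10 nM CXCL16 with DMSO and 100% = unstimulated wells without agonist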
Target sequence (O00574 whole entry, looked up): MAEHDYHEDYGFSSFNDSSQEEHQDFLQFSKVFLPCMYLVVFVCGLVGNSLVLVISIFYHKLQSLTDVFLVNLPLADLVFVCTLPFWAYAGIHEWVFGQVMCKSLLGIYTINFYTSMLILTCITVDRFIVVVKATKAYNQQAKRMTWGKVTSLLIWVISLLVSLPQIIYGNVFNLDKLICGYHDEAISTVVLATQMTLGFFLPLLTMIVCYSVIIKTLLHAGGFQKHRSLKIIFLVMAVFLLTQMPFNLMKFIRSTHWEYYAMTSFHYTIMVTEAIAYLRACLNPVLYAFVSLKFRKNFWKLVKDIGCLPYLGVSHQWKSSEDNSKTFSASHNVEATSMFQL
Gli-Sufu block = blocks Gli-Sufu signaling in a luciferase reporter; 340,000 compounds, 0.74% hits; inhibition, % at 5 µM; Sufu-KO-LIGHT fibroblasts, Gli luciferase reporter luminescence;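 active = inhibition above about 55%, limit read from the data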;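 also: 0% = DMSO-treated cells and 100% = wells with medium but no cells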
CCR6 antag = CCR6 (human) receptor antagonism; CHO-K1 CCR6 PathHunter beta-arrestin, luminescence, CCL20-stimulated; inhibition, % at 20 µM; 340,000 compounds, 0.49% hits;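 active = compounds whose inhibition of the agonist-driven luminescence signal at 20 µM reaches about 50%, limit read from the data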;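 also: cells stimulated with CCL20 at 14 nM final; plate controls were DMSO with CCL20 for no effect and DMSO without agonist for full effect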
Target sequence (P51684 whole entry, looked up): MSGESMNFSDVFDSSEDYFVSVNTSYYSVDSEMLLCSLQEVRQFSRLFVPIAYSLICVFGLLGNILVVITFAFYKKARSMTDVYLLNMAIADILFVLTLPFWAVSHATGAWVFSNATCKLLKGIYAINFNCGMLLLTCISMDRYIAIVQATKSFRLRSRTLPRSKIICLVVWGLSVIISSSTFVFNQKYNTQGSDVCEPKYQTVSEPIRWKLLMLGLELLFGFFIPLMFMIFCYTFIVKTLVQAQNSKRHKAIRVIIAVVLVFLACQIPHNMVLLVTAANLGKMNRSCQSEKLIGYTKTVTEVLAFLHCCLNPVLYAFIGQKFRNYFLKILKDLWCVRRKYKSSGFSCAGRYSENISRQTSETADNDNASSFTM
XBP1 UPR activ = activators of adaptive arm of unfolded protein response (XBP1) | AID 463104 | activation, % at 20 µM | CHO-XBP1 luciferase reporter, IRE1-XBP1 UPR activation, luminescence; percent of tunicamycin response, DMSO as zero | 330,000 compounds, 0.33% hits;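 active = versus positive control, 20 µM dose yields 30% or more activation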;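 also: 100% = tunicamycin at 10 µg/mL and 0% = DMSO only wells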
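Test system: CHO-XBP1 luciferase reporter cells | Buffer or medium: Serum-containing F12 medium, 10% FBS | Schedule: 6 h compound exposure at 37 °C, 5% CO2 | Detection: Steady-Glo luciferase glow luminescence, 10 min after reagent addition | Read-out basis: Activation, % of tunicamycin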
Mdm2 MdmX PPI = human Mdm2/MdmX binding inhibition; O15151+Q00987; SaOS-2 split-luciferase Mdm2/MdmX complementation, luminescence; inhibition, % at 8 µM; 330,000 compounds, 3% hits;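 active = inhibition of at least 50% at 8 µM in the primary screen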
CHOP UPR activ = apoptotic UPR (CHOP) activation; CHO-CHOP luciferase reporter, luminescence; percent of tunicamycin response over DMSO baseline; activation, % at 10 µM; 330,000 compounds, 0.34% hits; AID 449763;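 active = at 10 µM dose, activation of 40% or more, normalized to positive control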;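 also: 100% = tunicamycin at 10 µg/mL and 0% = DMSO alone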
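System: CHO CHOP reporter cells. Amount: 500 cells per well. Buffer or medium: F12 medium, 10% FBS. Compound dosing: one dose, 10 µM in 0.5% DMSO. Incubation: 6 h compound exposure at 37 °C after overnight seeding. Technique: Steady-Glo luciferase luminescence. Benchmarks: tunicamycin and DMSO controls.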
Jurkat NFkB inh = inhibitors of the PMA/ionomycin-induced NF-kB reporter in Jurkat cells. inhibition, % at 4 µM. 330,000 compounds, 0.53% hits. PMA/ionomycin-induced NF-kB luciferase reporter, luminescence. AID 435003; in the data active = inhibition above about 50%
* hit, by the source's call; nt = not tested or not shown.

1: CCN(CC)CCn1c(O)c(N=O)c2ccccc21
2: CC(C)CN1C(=O)c2ccc(C(=O)Nc3nccs3)cc2C1=O
3: CCOC(=O)c1ccc(NC(=O)c2cn(CCC#N)nc2-c2ccc3c(c2)OCCO3)cc1
4: CCN1C(=O)N(CN2CCOCC2)C2C1N(CN1CCOCC1)C(=O)N2CC (stereo unspecified)
5: COc1ccc(OC)c(NC(=O)C2CC(=O)n3ncnc3N2)c1 (stereo unspecified)
6: COc1ccc([N+](=O)[O-])cc1NC1CCCCC1
7: CCCC(=O)Nc1nc2ccc(NC(=O)c3c(F)c(F)c(OC)c(F)c3F)cc2s1
8: Nc1cc(Oc2cccnc2)cc([N+](=O)[O-])c1

Compound	1	2	3	4	5	6	7	8
697 NFkB inh	1	-3	25	9	3	-1	-12	nt
EBI2 block	-5	9	-11	-5	-3	6	11	-3
CXCR6 block	-5	10	7	-10	-3	10	4	11
Gli-Sufu block	26	11	-2	-1	12	8	-2	-12
CCR6 antag	-2	14	10	-25	-5	26	27	3
XBP1 UPR activ	-1	0	-1	-2	0	3	-2	nt
Mdm2 MdmX PPI	20	9	15	24	13	30	40	nt
CHOP UPR activ	-1.6	5.6	-0.8	0.1	-0.2	1.3	-1.7	nt
Jurkat NFkB inh	-7	14	0	4	11	-9	58*	nt

9: CCOC(=O)C1(CCc2ccccc2)CCN(C(=O)c2cc(C)nc(C)n2)CC1
10: O=C(CCCc1c[nH]c2ccccc12)Nc1ccc(S(=O)(=O)Nc2ncccn2)cc1
11: COc1cccc(/C=N/Nc2nc3ccccc3n3cnnc23)c1
12: O=C(c1ccc(N2CCN(S(=O)(=O)c3ccccc3)CC2)c([N+](=O)[O-])c1)N1CCOCC1
13: O=C(OCN1C(=O)c2ccccc2C1=O)c1cccs1
14: C/C(=N\NC(=O)c1ccc(N/N=C(\C)c2ccncc2)cc1)c1ccncc1
15: O=C(CN1CCN(c2ccc(F)cc2)CC1)Nc1ccccc1[N+](=O)[O-]
16: O=C1NC(c2ccncc2)Nc2ccccc21 (stereo unspecified)

Compound	9	10	11	12	13	14	15	16
697 NFkB inh	-18	-1	13	0	-7	7	15	14
EBI2 block	1	4	-34	5	-13	7	14	nt
CXCR6 block	7	-3	-14	-2	-13	-1	1	nt
Gli-Sufu block	1	4	3	1	15	31	-1	4
CCR6 antag	-9	7	4	6	-40	-7	6	2
XBP1 UPR activ	-2	-3	5	-2	0	1	0	-4
Mdm2 MdmX PPI	-3	-17	19	15	19	36	28	20
CHOP UPR activ	1.9	0.8	2.8	0.6	8.6	-1.5	0.6	0.0
Jurkat NFkB inh	-8	-6	13	7	-4	-6	0	2

Part of the list above, showing only XBP1 UPR activ, Mdm2 MdmX PPI and CXCR6 block:
No. | Structure | XBP1 UPR activ | Mdm2 MdmX PPI | CXCR6 block
11 | COc1cccc(/C=N/Nc2nc3ccccc3n3cnnc23)c1 | 5 | 19 | -14
14 | C/C(=N\NC(=O)c1ccc(N/N=C(\C)c2ccncc2)cc1)c1ccncc1 | 1 | 36 | -1

(listing goes on)
17: COCCCn1c(-c2ccc(S(=O)(=O)N3CCOCC3)cc2)csc1=Nc1ccccc1
18: COc1ccc(Cl)cc1S(=O)(=O)N1CCN(C(=O)c2cc(OC)c(OC)c(OC)c2)CC1
19: NC(=S)NNC(=O)c1ccccc1Cl
20: Cc1ccc(S(=O)(=O)N2CCN(C(=O)Cc3c(F)cccc3Cl)CC2)cc1
21: CC1(CC(=O)O)C(=O)N=C2C=CC=CN21 (stereo unspecified)
22: C=CCn1c(C(CCC(C)C)CC(C)(C)O)n[nH]c1=S (stereo unspecified)
23: Cc1nnc2sc(-c3csc4c3CCCC4)nn12
24: O=C(NCCc1cccc(Cl)c1)c1cccs1

Compound	17	18	19	20	21	22	23	24
697 NFkB inh	-41	nt	-24	-10	23	-4	-11	-93
EBI2 block	11	0	2	-2	1	-4	-7	1
CXCR6 block	-17	-6	11	0	-8	-9	0	6
Gli-Sufu block	30	-19	9	-2	-8	0	-1	-79
CCR6 antag	2	-8	-1	12	9	-5	18	-1
XBP1 UPR activ	1	nt	-1	-3	-1	0	2	0
Mdm2 MdmX PPI	20	nt	5	-6	9	-21	28	-62
CHOP UPR activ	-0.3	nt	0.3	0.1	1.0	-0.5	1.6	2.5
Jurkat NFkB inh	5	nt	22	7	1	-3	7	-92

25: CCc1ccc2nc(SCC(=O)N3CC(=O)Nc4ccccc43)c(C#N)cc2c1
26: CCOC(=O)N1CCN(c2c(NCCN3CCN(Cc4ccccc4)CC3)c(=O)c2=O)CC1
27: Cc1cc(OC(=O)c2ccccc2Cl)ccc1N1C(=O)CCC1=O
28: COc1ccc2cc3c(N)nn(C(=O)Cc4ccc(Cl)cc4)c3nc2c1
29: COc1ccccc1N1CCN(CC(=O)NC(=O)NCc2ccco2)CC1
30: Cc1ccc(S(=O)(=O)N2CCN(Cc3cc4c(cc3Br)OCCO4)CC2)cc1
31: COc1cc(CCCN2C(=S)NC[C@@H]2c2ccccc2)cc(OC)c1OC
32: CCOC(=O)c1ccc2c(c1)nc(SCc1cn3ccsc3n1)n2CC

Compound	25	26	27	28	29	30	31	32
697 NFkB inh	-10	4	7	-23	-19	12	4	-1
EBI2 block	49*	-11	-6	18	-6	3	18	8
CXCR6 block	2	1	1	-9	-6	0	0	3
Gli-Sufu block	-5	7	3	-8	5	4	5	-5
CCR6 antag	11	-1	11	14	-8	10	1	9
XBP1 UPR activ	2	0	3	-2	0	-3	-4	4
Mdm2 MdmX PPI	33	13	7	73*	-4	3	18	16
CHOP UPR activ	-0.5	-2.2	1.5	0.6	1.1	1.2	-0.8	-2.1
Jurkat NFkB inh	29	10	8	26	-5	18	12	-2

33: COc1ccc(OC)c(N(CC(=O)Nc2cccc3ccccc23)S(C)(=O)=O)c1
34: COc1ccc(N2CCN(CC(O)COc3ccc(F)cc3)CC2)cc1 (stereo unspecified)
35: Cc1cc(-c2nnc(SCC(=O)Nc3nc(-c4ccc(Cl)cc4)cs3)o2)no1
36: CCOc1ccc(NC(=O)c2c(OC)cccc2OC)cc1
37: CCN1CCN(C2=C(NS(=O)(=O)c3ccc(Br)cc3)C(=O)c3ccccc3C2=O)CC1
38: O=C(CCCCCCN1C(=O)c2ccccc2C1=O)Nc1nccs1
39: CCN(CCN(C)C)C(=O)c1ccc2c(c1NCCO)C(=O)c1ccccc1C2=O
40: C/C(=C\C(=O)c1ccc(Br)cc1)Nc1ccc(Cl)cc1

Compound	33	34	35	36	37	38	39	40
697 NFkB inh	12	3	6	-2	-5	-5	0	3
EBI2 block	5	5	11	5	5	6	-1	0
CXCR6 block	-9	-1	11	2	2	-9	0	25
Gli-Sufu block	-19	36	-6	-12	-4	-5	5	-48
CCR6 antag	0	8	12	4	22	0	17	26
XBP1 UPR activ	-2	-3	-2	-2	-3	-2	0	2
Mdm2 MdmX PPI	22	-8	19	22	36	-21	26	-19
CHOP UPR activ	-1.7	0.5	1.5	1.0	2.4	-0.7	-2.2	4.6
Jurkat NFkB inh	-2	-1	-1	-4	35	15	-17	-26

41: CC(CCc1ccccc1)NC(=O)CCN1N=C(c2ccccc2)CCC1=O (stereo unspecified)
42: Cc1ccc(CNC(=O)CN(C)S(=O)(=O)c2cnc[nH]2)cc1
43: CSc1ccc(CN(C)C(=O)CNC(=O)c2sc3ccccc3c2Cl)cc1
44: CCOc1ccc2[nH]c(=O)c(CN(CCO)C(=O)c3ccc(Br)cc3)cc2c1
45: N#Cc1nc(-c2ccccc2)oc1N1CCCCC1
46: C=CC[N+](C)(C)CCN1C(=O)C2C(c3ccccc3)C=CC(c3ccccc3)C2C1=O (stereo unspecified)
47: Cc1nc2c(cnn2CCO)c(=O)[nH]1
48: COCCNC(=O)c1cccc(OC2CCN(Cc3ccccc3OCCO)CC2)c1

Compound	41	42	43	44	45	46	47	48
697 NFkB inh	9	3	19	4	7	15	nt	-10
EBI2 block	1	-8	1	5	-1	-6	-7	-1
CXCR6 block	4	2	9	-4	4	1	-9	-6
Gli-Sufu block	8	3	-2	6	-5	-5	-1	22
CCR6 antag	12	3	21	-2	10	-9	5	8
XBP1 UPR activ	-3	-5	-5	0	1	-2	nt	-5
Mdm2 MdmX PPI	9	6	14	13	-4	8	nt	9
CHOP UPR activ	0.5	-1.9	2.3	0.1	1.0	1.7	nt	3.9
Jurkat NFkB inh	17	11	1	-22	-10	-7	nt	5

Record cards, from the list above:
N#Cc1nc(-c2ccccc2)oc1N1CCCCC1 is listed with 697 NFkB inh: 7; EBI2 block: -1; CXCR6 block: 4; Gli-Sufu block: -5; CCR6 antag: 10; XBP1 UPR activ: 1; Mdm2 MdmX PPI: -4; CHOP UPR activ: 1.0; Jurkat NFkB inh: -10
CSc1ccc(CN(C)C(=O)CNC(=O)c2sc3ccccc3c2Cl)cc1 is listed with 697 NFkB inh: 19; EBI2 block: 1; CXCR6 block: 9; Gli-Sufu block: -2; CCR6 antag: 21; XBP1 UPR activ: -5; Mdm2 MdmX PPI: 14; CHOP UPR activ: 2.3; Jurkat NFkB inh: 1

More records:
49: Cc1c(C(c2cccc([N+](=O)[O-])c2O)c2c(C)n(C)n(-c3ccccc3)c2=O)c(=O)n(-c2ccccc2)n1C
50: CS(=O)(=O)N(CC(=O)N1CCN(Cc2ccc3c(c2)OCO3)CC1)c1ccc2c(c1)OCO2
51: Cc1cc(NC(=O)COC(=O)Cn2c(C)csc2=O)ccc1Br
52: COc1ccccc1N1CCN(CCCN2CC(=O)N3CCCCC3C2=O)CC1 (stereo unspecified)
53: OCCSc1nc(-c2ccccc2)nc2c1CCC2
54: CCOC(=O)CSc1ncnc2c1sc1nc(N3CCOCC3)c3c(c12)CCCC3
55: COc1ccc(C2(O)CN(c3ccccc3)C3=[N+]2CCS3)cc1OC (stereo unspecified)
56: Cc1cc(C(=O)NCc2nc(-c3ccccc3)no2)ccc1[N+](=O)[O-]

Compound	49	50	51	52	53	54	55	56
697 NFkB inh	30	-32	-31	nt	-13	-11	-10	14
EBI2 block	-3	-4	2	0	18	29	37	1
CXCR6 block	-3	0	-7	3	5	2	4	-11
Gli-Sufu block	1	22	1	-4	-7	-7	4	-2
CCR6 antag	1	-1	-4	8	11	15	5	4
XBP1 UPR activ	2	3	-2	nt	1	2	-1	1
Mdm2 MdmX PPI	31	-13	14	nt	21	15	-35	-9
CHOP UPR activ	-0.4	-0.5	-0.4	nt	-1.0	-5.2	-0.2	0.6
Jurkat NFkB inh	-4	-2	6	nt	10	-9	-12	-27

Source: PubChem BioAssay (Sanford-Burnham Center for Chemical Genomics)
